Lipid storage S3: qHTS Assay for Lipid Storage Modulators in Drosophila S3 Cells; Drosophila S3 cells, BODIPY lipid droplet fluorescence, 18-24 h; cells fed with added oleic acid; lipid storage change, negative = inhibition, % at the top dose, mostly 46.1 µM; hits show Potency in µM; 320,000 compounds, 0.64% hits; active means well fitted inhibition curve with a large enough effect in the signal ratio, with a control signal flat, not every such curve was filed as active; inconclusive means small, poorly fitted or top-dose-only effect, or effect the other way, or a change in a side signal; the % refers to the signal ratio
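Laser-scanning cytometry quantifies lipid droplet accumulation (500–530 nm total intensity; droplet/cell object ratio) in oleic acid-fed (400 uM added) Drosophila S3 cells treated with a concentration series. 20 uM Triacsin C defined 100% inhibition.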
Lipid storage S3 cell count max: further read-out of Lipid storage S3, marked with its call; cell number change, %; measured here: cell count max response;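 cells counted by Cell Tracker Red CMTPX staining in the red channel; peak over a dose series mostly up to 46.1 µM; percent activity relative to internal control wells on each plate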
* hit, by the source's call; i = inactive; ? = inconclusive; . = no result given. On the % scale 0 is the no-effect control and ±100 the full control effect; potency means the concentration at half of the fitted maximal effect. An excerpt; rates above refer to the full screens.

SMILES	Lipid storage S3	Lipid storage S3 cell count max
COc1ccc(CC(=O)NC(CC(=O)O)c2cccc([N+](=O)[O-])c2)cc1 (stereo not drawn)	-4%	8
CC1=NN(C(=O)c2csc(C(C)C)c2)C(O)(C(F)(F)F)C1 (stereo not drawn)	-3%	-14
Cc1ccc(CN2CCN(/N=C/c3ccccc3)CC2)cc1	?	.
COCCCNC(=O)CCCN1C(=O)c2cccnc2Sc2ccccc21	?	.
CC1CCCN(CC(O)COCC2COc3ccccc3O2)C1 (stereo not drawn)	25%	-2
CCN(CC)CCN(C(=O)CCS(=O)(=O)c1ccccc1)c1nc2cc(C)cc(C)c2s1	?	.
O=S(=O)(/N=C(/c1ccc(Cl)cc1)N1CCOCC1)c1ccc(Cl)cc1	6%	-1
Cc1cccc(C)c1NC(=O)C(C)N1CCCC1 (stereo not drawn)	-11%	1
N#Cc1cc(-c2ccccc2)nn1-c1ccccc1	?	.
COc1ccc(-c2cc(C(=O)OCC(=O)c3ccc(C)c([N+](=O)[O-])c3)c3ccccc3n2)cc1	-10%	-1
N#Cc1c(-c2ccccc2)[nH]c(=O)[nH]c1=O	?	.
COc1ccc(C(Sc2ccccc2)c2ccccc2)cc1OC (stereo not drawn)	?	.
N#Cc1c(-c2ccco2)nc(SCC(=O)Nc2cccc(Cl)c2)[nH]c1=O	?	.
Cc1ccc(-n2nc3c(c2NC(=O)c2ccccc2)CS(=O)(=O)C3)cc1C	14%	7
O=C(O)Cn1ccnc1	0%	.
CC(=O)Nc1ccc2nc(NC(=O)C(Cl)(Cl)Cl)sc2c1	-4%	2
COc1ccc(C2(C(=O)NCCc3ccccc3)CCCC2)cc1	-7%	8
COc1ccc(F)cc1S(=O)(=O)N1CCN(c2ccccn2)CC1	?	.
Cc1cc(C)c2cc(C#N)c(SCC(=O)Nc3cc(C)on3)nc2c1	?	.
NC1=NC(=O)CC(C(=O)Nc2cccc3ccccc23)S1 (stereo not drawn)	?	.
CCOC(=O)N=Nc1c2ccccc2c2nc3no[nH]c3nc12	?	.
CN(C(=O)CSc1nnnn1C)C1(C#N)CCCCC1	?	.
Cc1ccc(S(=O)(=O)N2CCN(c3ccnc4cc(Cl)ccc34)CC2)cc1	?	.
CCOC(=O)c1c(CC(C)C)csc1NC(=O)C(C)C	?	.
CC(C)Cc1ccc(C(C)C(=O)Nc2cccnc2)cc1 (stereo not drawn)	?	.
CCc1nn(CC(=O)N2CCN(CC)CC2)c(=O)c2cccn12	?	.
CCN(CC)S(=O)(=O)c1ccc(Cl)c(C(=O)Nc2cccnc2)c1	i	.
Cc1ccc(-c2nnc(NCc3ccccc3)c3ccccc23)cc1	-19%	-2
O=C(Nc1nnc(-c2cccs2)s1)c1cccc(F)c1	?	.
CCOc1ccc(CCNC(=O)Cc2nn[nH]n2)cc1OCC	-5%	-3
O=C(CN1C(=O)c2ccccc2C1=O)N1CCCCC1	?	.
Cc1ccc(NC(=O)CSc2nnc(C)c(=O)n2N)c(C)c1	-10%	2
CN(C(=O)c1ccc(NC(=O)Cc2cccc(NC(=O)C3CCN(C(=O)C4CC4)CC3)c2)cc1)C1CCCC1	?	.
Cc1ccc(S(=O)(=O)N(C)CC(=O)Nc2ccccc2N2CCCC2)cc1	15%	-6
COCCn1c(C)cc(C(=O)CSc2nnc(C3CC3)n2C2CC2)c1C	?	.
Cn1c2c(c3ccccc31)CCSC2=O	?	.

15 entries from above, comma-delimited:
Molecule,Lipid storage S3,Lipid storage S3 cell count max
CN(C(=O)CSc1nnnn1C)C1(C#N)CCCCC1,?,.
Cc1ccc(S(=O)(=O)N2CCN(c3ccnc4cc(Cl)ccc34)CC2)cc1,?,.
CCOC(=O)c1c(CC(C)C)csc1NC(=O)C(C)C,?,.
CC(C)Cc1ccc(C(C)C(=O)Nc2cccnc2)cc1 (stereo not drawn),?,.
CCc1nn(CC(=O)N2CCN(CC)CC2)c(=O)c2cccn12,?,.
CCN(CC)S(=O)(=O)c1ccc(Cl)c(C(=O)Nc2cccnc2)c1,i,.
Cc1ccc(-c2nnc(NCc3ccccc3)c3ccccc23)cc1,-19%,-2
O=C(Nc1nnc(-c2cccs2)s1)c1cccc(F)c1,?,.
CCOc1ccc(CCNC(=O)Cc2nn[nH]n2)cc1OCC,-5%,-3
O=C(CN1C(=O)c2ccccc2C1=O)N1CCCCC1,?,.
Cc1ccc(NC(=O)CSc2nnc(C)c(=O)n2N)c(C)c1,-10%,2
CN(C(=O)c1ccc(NC(=O)Cc2cccc(NC(=O)C3CCN(C(=O)C4CC4)CC3)c2)cc1)C1CCCC1,?,.
Cc1ccc(S(=O)(=O)N(C)CC(=O)Nc2ccccc2N2CCCC2)cc1,15%,-6
COCCn1c(C)cc(C(=O)CSc2nnc(C3CC3)n2C2CC2)c1C,?,.
Cn1c2c(c3ccccc31)CCSC2=O,?,.

More results.
SMILES	Lipid storage S3	Lipid storage S3 cell count max
CCOC(=O)c1sc(NC(=O)CSc2nnc(C(C)C)n2CC)nc1C	18%	0
COc1c(OC(C)=O)ccc(/C=C/c2ccc3ccccc3n2)c1[N+](=O)[O-]	?	.
Cc1ccc(-c2c(=O)n(O)c3ccccc3[n+]2[O-])cc1	1%	16
CCCNC(=O)C1CC(=O)N(c2ccc(OCC(=O)Nc3cccc(C)c3C)cc2)C1 (stereo not drawn)	-3%	.
CCOC(=O)Cn1c(C)cc(=O)c2cccc(C)c21	?	.
O=C(COC(=O)c1cnccn1)Nc1ccc(Cl)cn1	11%	4
Cc1cc2c(cc(C(=O)OC(C(=O)NC3CCCCC3)C(C)C)n2C)o1 (stereo not drawn)	1.5µM*	-21*
Cc1cccc(C)c1NC(=O)CNC(=O)c1ccc(COc2ccccc2)o1	?	.
CCOC(=O)c1ccc(NC(=O)Nc2cc(C)cc(C)n2)cc1	?	.
O=c1c2c3nc4ccccc4nc3n(Cc3ccccc3)c2ncn1Cc1ccco1	?	.
CCOc1ccccc1CN1CCC(N2CCC(C(=O)NC3CC3)CC2)CC1	14%	-16
CCOC(=O)N1CCN(S(=O)(=O)c2ccc3c(c2)CCN3C(=O)CC)CC1	?	.
Cc1ccc(Nc2nc(C(=O)N3CCC(C(=O)NC(C)C)CC3)cs2)cc1	12%	3
CC[C@@H](C)C(NC(=O)OC(C)(C)C)c1cn([C@@H](Cc2ccc(O)cc2)C(=O)N2CCN(C(=O)OC(C)(C)C)CC2)nn1 (stereo partly drawn)	-17%	0
CC(=O)c1ccc(-c2ccc(C(=O)N(C)c3c(N)n(Cc4ccccc4)c(=O)[nH]c3=O)o2)cc1	?	.
COc1ccc(/C=N/n2c(-c3cccs3)n[nH]c2=S)cc1	?	.
NCCCCCC(=O)N/N=C/c1ccc2nccnc2c1	?	.
O=C(Nc1nccs1)c1nc[nH]c1C(=O)NCc1ccccc1	?	.
COc1ccc(S(=O)(=O)NCc2ccco2)cc1C(=O)N1CCOCC1	?	.
Cn1nc(C(C)(C)C)cc1C(=O)NCc1ccc(N2CCCC2=O)cc1	?	.
CC1Cc2ccccc2N1C(=O)C1CCCN1S(=O)(=O)c1ccc(Cl)cc1 (stereo not drawn)	?	.
CCOC(=O)c1c(C)[nH]c(C)c1S(=O)(=O)N1CCN(c2cccc(C)c2)C(C)C1 (stereo not drawn)	?	.
CC(C)C(=O)Nc1ccc2nn(-c3ccc(F)cc3)nc2c1	?	.
Cc1ccc2nc(-c3ccc(NC(=O)CN4C(=O)c5ccccc5C4=O)cc3)sc2c1	?	.
CC(C)NC(=O)COC(=O)c1ccc(Oc2ccccc2)cc1	1%	-24
CC(=O)Nc1ccc(Nc2cc(-c3ccccc3)nc3ncnn23)cc1	0%	6
O=C(Nc1ccc(N2CCOCC2)cc1)c1nc2ccccc2s1	13%	1
COc1ccc(CNC(=O)c2cc(-c3cc(C)cc(C)c3O)n[nH]2)cc1	-12%	13
Cc1nnc(SCC(=O)Nc2nnc(SCc3cccc(Br)c3)s2)s1	11%	2
CSCCC(NS(=O)(=O)/C=C/c1ccccc1)C(=O)N1CCC(C)CC1 (stereo not drawn)	9%	4
CC1CCCCC12NC(=O)N(CC(=O)N1CCc3ccccc3C1)C2=O (stereo not drawn)	?	.
CCOC(=O)/C(=C\c1c[nH]c2ccccc12)NC(C)=O	15%	9
CCOC(=O)c1[nH]cnc1C(=O)Nc1cccc(N)n1	i	9
CCOC(=O)N1CCN(C(=O)c2n[nH]c(=O)c3ccccc23)CC1	24%	.
CC(=O)NC1CC(C)(C)N(OC(C)=O)C(C)(C)C1	?	.
CC1CCN(S(=O)(=O)c2cccc(-c3csc(-c4cccnc4)n3)c2)CC1	i	.
O=C(CSc1nc2c(c(=O)n1-c1ccccc1)SCC2)N1CCN(c2ccccc2)CC1	7%	2
COc1ccc(Cl)cc1NC(=O)NC1CCCCC1	?	.
CCCNC(=O)CSc1nc2[nH]ncc2c(=O)[nH]1	-14%	-20
O=C(NN=C1c2ccccc2-c2ccccc21)c1cccc(Br)c1	?	.
CCCC(=O)Nc1ccc(C(=O)N/N=C/c2cccnc2)cc1	i	7
CCOc1ccc(-c2nnc(SCC(=O)N3CCN(c4ccccc4)CC3)o2)cc1	-17%	-10
COc1ccccc1NC(=O)CSc1nccc(-c2ccco2)n1	-15%	10
COc1ccccc1COn1c(=O)c(-c2ccco2)[n+]([O-])c2ccccc21	-8%	-8
Clc1ccc(Nc2ncn[nH]2)cc1	11%	1
COc1ccc(NC(=O)N2CCCC(CNS(=O)(=O)c3cccs3)C2)c(C)c1 (stereo not drawn)	13%	-5
CCOc1cccc(NCc2cc3c(C(C)(C)C)nn(-c4ccccc4)c3[nH]c2=O)c1	i	.
COc1ccc(NC(=O)CC2C(=O)N(c3cccc(OC)c3)C(=O)N2CCC(C)C)cc1 (stereo not drawn)	?	.
Cc1cccc2nc3c(nc12)-c1ccccc1C3=O	?	.
O=C(OCc1csc(-c2ccccc2)n1)c1ccc(O)cc1	i	.
NC1=NC(=O)/C(=C/c2cn(Cc3ccccc3)c3ccccc23)S1	?	.
Cc1noc(C)c1C(=O)N1CCC(C(=O)c2ccc(F)cc2F)CC1	-1%	2
CC(=O)Nc1ccc(N2CC(C)(C)C2=O)cc1	-3%	0
Cc1ccccc1-n1c(SCC(=O)N2CCC(C(=O)O)CC2)nnc1-c1ccncc1	?	.
Cc1ccc(S(=O)(=O)NCCOc2nc(N3CCOCC3)nc(N3CCOCC3)n2)cc1	114%	16
CCCCn1c(N)c(N(Cc2ccccc2OC)C(=O)CN2C(=O)NC(C)(c3ccccc3)C2=O)c(=O)[nH]c1=O (stereo not drawn)	?	.
CCCC(C(=O)NC1CCCC1)N(Cc1ccc2c(c1)OCO2)C(=O)c1snc(C(N)=O)c1N (stereo not drawn)	?	.
COC(=O)CNC(=O)c1ccc(=O)oc1	i	3
Cc1cc(-n2c(C)cc(C(=O)COc3cccnc3[N+](=O)[O-])c2C)no1	?	.
CCOC(=O)C1=C(CC)Nc2ccccc2N/C1=N\S(=O)(=O)c1ccc(C(=O)OCC)cc1	?	.

Next part
SMILES	Lipid storage S3	Lipid storage S3 cell count max
COCCCNC(=O)C1CCN(S(=O)(=O)N(CC(C)C)CC(C)C)CC1	-9%	-6
COc1ccc(-c2cc(C(F)(F)F)nc(N3CCN(C)CC3)n2)cc1OC	-7%	-12
O=S(=O)(Nc1ccc2c(c1)OCCO2)c1ccc(F)c(F)c1	?	.
O=C1c2ccccc2C(=O)c2c1ccc(C(=O)N1CCCCC1)c2NCCO	?	.
CCCCN(CCCC)C(=O)CSc1nnc2n(C)c(=O)c3c4c(sc3n12)CCCC4	3%	9
CCN(CC)S(=O)(=O)N1CCC(C(=O)NCc2ccco2)CC1	-7%	12
CCOC(=O)C1CCCN(C(=O)Cn2nc(C)n3c(cc4c(OC)cccc43)c2=O)C1 (stereo not drawn)	i	20
Cc1noc(C)c1C(=O)NCc1ccccc1Br	7%	0
COc1ccc(-c2[nH]ncc2CN2CCCC2c2nonc2C)c(F)c1 (stereo not drawn)	?	.
CC(=O)c1ccc(N2CCN(C(=O)CN3C(=O)NC4(CCCCC4)C3=O)CC2)c(F)c1	?	.
Cc1oc2c(C)c3oc(=O)c(CC(=O)N[C@@H](CCCNC(N)=O)C(=O)O)c(C)c3cc2c1C	?	.
CCCCC(=O)Nc1nnc(S(=O)(=O)N(CC)c2ccccc2)s1	?	.
CCN1CCN(CCCNC(=O)CCC(=O)N2CCOc3ccccc32)CC1	12%	2
O=C(O)CCN1C(=O)c2ccncc2C1=O	-8%	.
O=C(COC(=O)c1nc(Cl)ccc1Cl)Nc1ccc2c(c1)OCO2	?	.
CCN(CC(=O)Nc1c(F)cccc1F)C(=O)CCc1nc2cc(S(=O)(=O)N(C)C)ccc2n1CC	0%	.
Cc1ccc(NS(=O)(=O)c2ccc(NC(=O)[C@@H]3CCCC[C@@H]3C(=O)O)cc2)c(C)c1	-7%	-14
CCOc1ccc(C(=O)COC(=O)c2ccc(-n3cnnn3)cc2)cc1	?	.
Cc1ccc2c(CN(C)Cc3ccccc3)cc(=O)oc2c1C	?	.
COc1ccc(NC(=O)C2C(=O)N(CCO)C3(C)CC2c2ccccc2O3)cc1 (stereo not drawn)	i	0
CCOc1cc(/C=N/Nc2nc3ccccc3[nH]2)cc(Br)c1OCC(=O)N(C)C	4%	3
Cc1c(C(C)(C)C)c(C=S)n2ccccc12	i	.
CCc1ccc(CN2CCC(n3nccc3NC(=O)C3CCCC3)CC2)cc1	i	0
Cc1ccc(OCC(=O)N2CCCC(CO)(CCOc3ccccc3)C2)cc1 (stereo not drawn)	15µM*	14*

Source: PubChem (National Center for Advancing Translational Sciences (NCATS))
